Screens deposited in PubChem BioAssay by National Center for Advancing Translational Sciences (NCATS).
HttQ103 aggreg – inhibitors of mutant huntingtin aggregate formation in PC12 cells. PC12 HttQ103-GFP aggregates, Acumen cytometry, 40 h. AID 1688. Potency, µM (doses to about 46.1 µM), for the others: at the highest dose activity change, negative = inhibition, most hits filed as inhibitors. 1.1% of 220,000 active; note: potency is the fitted concentration of half-maximal effect; % is set by controls: 0 for no effect and ±100 for the full control effect; nearly all actives have a fitted effect of over 60% in size
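Read-out: GFP aggregate count by laser scanning cytometer (488 nm excitation, 500-530 nm emission, 1–25 µm objects >6 SD above background). Cells: PC12, inducible HTTex1-Q103-GFP, 100 nM tebufenozide; compounds titrated.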
GAA glycogen – inhibitors or activators of human alpha-glucosidase glycogen cleavage; P10253; recombinant GAA, glycogen substrate, Amplex Red glucose oxidase fluorescence; Potency, µM (highest dose often 76.4 µM), for inactives: at the top dose activity change, negative = inhibition, hits mostly inhibitors; 0.38% of 300,000 active; AID 2100;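 note: potency is the fitted concentration of half-maximal effect; 0% = full enzyme reaction and -100% = no-enzyme basal signal; the screen sought inhibitors and activators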
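Recombinant enzyme (4 nM final) with compounds titrated up to 77 uM and bovine liver glycogen (30 ug) in citrate pH 5.0, 0.01% Tween-20, 37 C 40 min. Released glucose detected by Amplex Red/glucose oxidase (Ex 573/Em 610); AC50 from Hill fits.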
GAA spleen mod – inhibitors or activators of human alpha-glucosidase in spleen homogenate | P10253 | human spleen homogenate, 4-MU-alpha-glucoside fluorescence | Potency, µM (top dose mostly 79.9 µM), for the others: at the highest dose activity change, negative = inhibition, hits mostly inhibitors | 0.006% of 240,000 active | AID 2112;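 note: potency is the fitted concentration of half-maximal effect; 0% = enzyme with vehicle and -100% = no enzyme basal signal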
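Human spleen homogenate (1 ug) incubated with compounds and 1 mM 4-methylumbelliferyl-alpha-D-glucopyranoside in pH 5.0 citrate/phosphate buffer, 37 C, 40 min. Stopped at pH 10; 4-MU fluorescence (Ex 365/Em 440 nm); AC50 by Hill fit.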
CBFb-RUNX1 inh – blocks binding between human CBF-beta and RUNX1; AlphaScreen CBFb-His/RUNX1-biotin binding, biochemical; 230,000 tested, under 10 active; Potency, µM (doses to about 59.8 µM), for inactives: top-dose activity, negative = inhibition, usual class: inhibitors; note: % of control where 0% means no effect
Target sequence (Q01196 whole entry, looked up): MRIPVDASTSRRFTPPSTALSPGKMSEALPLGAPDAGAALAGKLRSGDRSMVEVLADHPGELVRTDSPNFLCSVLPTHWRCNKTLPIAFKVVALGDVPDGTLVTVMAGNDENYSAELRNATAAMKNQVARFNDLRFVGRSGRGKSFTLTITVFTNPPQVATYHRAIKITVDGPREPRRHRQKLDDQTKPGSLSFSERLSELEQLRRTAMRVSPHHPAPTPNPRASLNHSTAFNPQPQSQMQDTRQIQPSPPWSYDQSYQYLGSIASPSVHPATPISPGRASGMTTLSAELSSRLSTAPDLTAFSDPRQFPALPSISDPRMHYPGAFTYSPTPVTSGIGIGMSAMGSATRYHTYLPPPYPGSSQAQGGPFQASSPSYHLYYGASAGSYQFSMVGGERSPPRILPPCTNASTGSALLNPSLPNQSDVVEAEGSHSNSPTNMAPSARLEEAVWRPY
Target sequence (Q13951 whole entry, looked up): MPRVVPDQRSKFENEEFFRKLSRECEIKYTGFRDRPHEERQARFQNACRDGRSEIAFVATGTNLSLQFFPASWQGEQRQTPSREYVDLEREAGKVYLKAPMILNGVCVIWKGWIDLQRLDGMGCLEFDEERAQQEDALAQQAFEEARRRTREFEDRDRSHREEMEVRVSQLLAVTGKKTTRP
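AlphaScreen proximity signal reports loss of binding between His-tagged CBF-beta and biotin-labelled RUNX1, each at 30 nM. Proteins are pre-associated for 20 minutes, compounds added for 15 minutes, then beads for 90 minutes, all at ambient temperature.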
GAA inh – blocks human lysosomal alpha-glucosidase; Potency, µM (titrated, usually from 76.9 µM), for the others: top-dose activity change, negative = inhibition, usual class: inhibitors; purified human GAA, 4-MU-alpha-glucoside fluorescence; 0.005% of 200,000 active; P10253;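 note: potency is the fitted concentration of half-maximal effect; plate controls were uninhibited enzyme wells for no effect and no-enzyme background for full effect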
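qHTS format, compound range up to 77 uM. Human lysosomal enzyme at 4 nM, 400 uM 4-MU glucoside substrate, pH 5.0, 20 min room temperature; fluorescence after alkaline stop gives activity normalized to controls.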
LMNA splice mod – changes lamin A minigene splicing in HeLa cells. HeLa LMNA splicing GFP/RFP minigene ratio, 48 h. Potency, µM (doses to about 46.1 µM), for the others: at the highest dose ratio change, negative = inhibition, hits mostly inhibitors. 0.01% of 200,000 active. AID 1487; active = well fitted inhibition curve with a large enough effect in the signal ratio, with a control signal flat, not every such curve was filed as active; inconclusive = small, poorly fitted or top-dose-only effect, or effect the other way, or a change in a side signal; the % refers to the signal ratio; note: potency is the fitted concentration of half-maximal effect; % is set by controls: 0 for no effect and ±100 for the full control effect
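Read-out is the ratio of GFP to DsRed2 object intensity, acquired by 488 nm laser-scanning cytometry on HeLa lamin A-EGFP minigene reporter cells. Compound incubation 48 hrs at 37 °C in Opti-MEM with 2% FBS; DMSO 0.5% final.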
HTT cytoprotect – protects HTT-Q103 PC12 cells, measured by ATP | PC12 HTT-Q103 induced, cytoprotection, ATP luminescence, 40 h | 0.14% of 230,000 active | AID 1471 | Potency, µM (highest dose often 56.4 µM), inactives show cytoprotection (ATP increase), most hits filed as activators;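 note: potency is the fitted concentration of half-maximal effect; % of control where 0% means no effect; nearly all actives have a fitted effect of over 45% in size; toxic huntingtin expression switched on by the ecdysone agonist tebufenozide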
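ATP quantification (ATPlite) reports survival of PC12 cells in which tebufenozide, 100 nM final, switches on Htt exon 1 with 103 glutamines linked to GFP; compounds are titrated.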
The depositor's hits bear a star; ? = inconclusive; . = not tested or not shown; [ ] = dose if it differs, or a comment. Unless noted, calls come from the whole dose curve; as a rule, active = well fitted curve in the direction sought with a large enough effect; inconclusive = small, poorly fitted or top-dose-only effect, or another doubt; inactive = no such curve, though single readings can be large; an effect the other way counts as inactive or inconclusive.

Compound	HttQ103 aggreg	GAA glycogen	GAA spleen mod	CBFb-RUNX1 inh	GAA inh	LMNA splice mod	HTT cytoprotect
Cc1ccccc1C(=O)N/N=C/c1ccc([N+](=O)[O-])s1	25µM*	2%	-9%	-8%	-10%	?	-58%[inhibitor]
CC(C)NS(=O)(=O)c1ccc(NC(=S)NC(=O)c2ccc(-c3ccccc3)cc2)cc1	-14%	-10%	-5%	-6%	?	16%	-21%
CC1Cc2ccccc2N1C(=S)Nc1ccc(S(N)(=O)=O)cc1 (centres undefined)	-10%	-12%	3%	5%	-3%	?	12%[10 µM]
CCOC(=O)c1oc2cc(OC(C)=O)ccc2c(=O)c1-c1ccc(OC)c(OC)c1	17%[9.22 µM]	-3%	-3%	3%	.	.	5%[10 µM]
Cn1nc(-c2ccccc2)c(CO)c1Sc1ccccc1	-25%	5%	2%	23%	-4%	.	3%
COC(=O)CNc1n[nH]c(=S)[nH]c1=O	-6%	4%	1%	1%	1%	-7%	-20%
Cc1cc(=O)n(CNC(=O)c2ccccc2)c(=S)[nH]1	-9%	-14%	3%	8%	3%	10%	0%
COc1ccc2cnn(-c3ccc(C)cc3)c(=O)c2c1OC	6%[9.22 µM]	-27%	4%	-1%	-1%	-5%	-10%
O=C(c1cnn(C(=O)c2ccc(O)cc2)c1)c1ccccc1O	-3%	18%	8%	-10%	7%	.	.
CCOc1ccc(C(=O)Nc2cc(C)c3c(=O)oc4ccccc4c3n2)cc1	-7%	-8%	-2%	-1%	-3%	2%	-6%
O=c1c(O)c(-c2cccs2)oc2ccccc12	11µM*	?	-10%	19%	-10%	-23%	17%[10 µM]
COc1cc2c(cc1OC)-c1cc(Nc3ccc(N(C)C)cc3)nc(=O)n1CC2	13%[9.22 µM]	7%	1%	-13%	.	.	-8%[10 µM]

Molecules above containing an aryl methoxy group:
Compound	HttQ103 aggreg	GAA glycogen	GAA spleen mod	CBFb-RUNX1 inh	GAA inh	LMNA splice mod	HTT cytoprotect
CCOC(=O)c1oc2cc(OC(C)=O)ccc2c(=O)c1-c1ccc(OC)c(OC)c1	17%[9.22 µM]	-3%	-3%	3%	.	.	5%[10 µM]
COc1ccc2cnn(-c3ccc(C)cc3)c(=O)c2c1OC	6%[9.22 µM]	-27%	4%	-1%	-1%	-5%	-10%
COc1cc2c(cc1OC)-c1cc(Nc3ccc(N(C)C)cc3)nc(=O)n1CC2	13%[9.22 µM]	7%	1%	-13%	.	.	-8%[10 µM]

(further entries)
Compound	HttQ103 aggreg	GAA glycogen	GAA spleen mod	CBFb-RUNX1 inh	GAA inh	LMNA splice mod	HTT cytoprotect
Cc1sc(-c2ccccn2)nc1OC(=O)c1ccc(F)cc1F	-7%	?	5%	-11%	-3%	?	-8%
NC(=O)C1(N2CCCCC2)CCN(C(=S)Nc2cccc(Cl)c2)CC1	-1%	13%	-3%	3%	-1%	?	-13%[10 µM]
CCCn1c(SCC(=O)NCCc2ccccc2)nnc1-c1ccccn1	10%	5%	-6%	1%	?	-10%	11%[10 µM]
O=C(CSc1nnc(-c2ccco2)o1)c1ccc(F)c(F)c1	-16%	-10%	2%	0%	6%	6%	4%
NC(=O)C1(c2ccccc2)CCOCC1	-15%	11%	-3%	5%	2%	-6%	-6%[0.074 µM]
CCS(=O)(=O)c1ccc2c(c1)N(S(=O)(=O)c1ccc(Cl)cc1)CC(C(=O)O)O2 (centres undefined)	-1%	12%	-6%	-3%	-5%	-6%[46 µM]	.
O=C1NC(=O)/C(=C/c2ccc(OS(=O)(=O)c3ccc(F)cc3F)cc2)N1	8%[9.22 µM]	-3%	-7%	3%	-13%	.	-4%[10 µM]
COC(=O)C(Cc1ccc(OC(=O)c2ccc(C)cc2)cc1)N1Cc2ccccc2C1=O (centres undefined)	2%	0%	-6%	5%	?	1%	-4%[10 µM]
Cc1ccc(CNS(=O)(=O)c2ccc3oc(C(=O)O)c(C)c3c2)cc1	14%	0%	4%	-6%	2%	10%	5%[0.074 µM]
CCOC(=O)Nc1ccc2c(COC(=O)CNS(=O)(=O)c3ccc(NC(C)=O)cc3)cc(=O)oc2c1	2%	-5%	4%	-18%	-7%	.	-7%[10 µM]
O=c1c2c3c(sc2n2cnnc2n1CCc1ccccc1)CCCC3	-12%	-8%	-7%	4%	-12%	-3%	-24%[10 µM]
O=C(NC1CCCCCCC1)C1c2ccccc2C(=O)N1Cc1cccs1 (centres undefined)	6%	15%	-3%	7%	-29%	-9%	-22%[10 µM]

Exported as labelled records: entries from further up
canonical_smiles: O=c1c2c3c(sc2n2cnnc2n1CCc1ccccc1)CCCC3
  HttQ103 aggreg = -12%
  GAA glycogen = -8%
  GAA spleen mod = -7%
  CBFb-RUNX1 inh = 4%
  GAA inh = -12%
  LMNA splice mod = -3%
  HTT cytoprotect = -24%[10 µM]

canonical_smiles: COc1cc2c(cc1OC)-c1cc(Nc3ccc(N(C)C)cc3)nc(=O)n1CC2
  HttQ103 aggreg = 13%[9.22 µM]
  GAA glycogen = 7%
  GAA spleen mod = 1%
  CBFb-RUNX1 inh = -13%
  GAA inh = .
  LMNA splice mod = .
  HTT cytoprotect = -8%[10 µM]

(next part)
Compound	HttQ103 aggreg	GAA glycogen	GAA spleen mod	CBFb-RUNX1 inh	GAA inh	LMNA splice mod	HTT cytoprotect
CS(=O)(=O)N1N=C(c2ccc(Br)cc2)CC1c1ccc2c(c1)OCO2 (centres undefined)	?	-14%	-10%	8%	-8%	3%[0.0737 µM]	-25%
CC(=O)Nc1c(C)ccc(CNC(=O)COc2cc(C)ccc2C)c1C	16%	7%	14%	7%	-2%	-10%	.
Cc1ccc(-c2c(C)n([O-])c3c([n+]2=O)CCCCC3)o1	6%	5%	-3%	2%	?	0%	-11%
Cc1cccc(Oc2nc3c(c(=O)n(C)c(=O)n3C)n2C)c1	-22%	13%	-1%	1%	8%	42%[46 µM]	-12%
CCOC(=O)c1c(C)n(C)c2ccc(OC)c(NC(=O)CCN3CCSCC3)c12	4%[9.22 µM]	5%	-18%	0%	-15%	9%	-7%
CCc1nnc(NC(=O)CSc2nnc3c(C)cc4c(C)ccc(C)c4n23)s1	2%	17%	-7%	2%	3%	?	-44%[10 µM]
Cc1nc(N)sc1-c1csc(Nc2ccc(Cl)cn2)n1	1%	-29%	-3%	-12%	-2%	?	9%
CCOC(=O)CNC(=O)CSc1ncnc2c1cnn2-c1ccc(C)cc1	5%	7%	-2%	5%	5%	-3%	-16%
N#Cc1c(C(F)(F)F)cc(-c2ccc(Cl)cc2)nc1SCC(=O)O	3%[9.22 µM]	-9%	-14%	-3%	9%	5%[46 µM]	-2%[10 µM]
CC[N+](C)(C)CC/C=C1/c2ccccc2Sc2ccc(Cl)cc21	-11%[9.22 µM]	-2%	6%	10%	.	.	0%[10 µM]
CCOC(=O)c1nn(-c2ccccc2F)c2nc(Nc3ccccc3)cc(=O)n12	-16%	-5%	0%	0%	3%	2%	.
COc1cc(OC)c(S(=O)(=O)NC(C)C)cc1C(=O)O	7%[9.22 µM]	-1%	0%	6%	.	.	15%[10 µM]

The list goes on.
Results follow in this order: HttQ103 aggreg | GAA glycogen | GAA spleen mod | CBFb-RUNX1 inh | GAA inh | LMNA splice mod | HTT cytoprotect
- COc1ccc(Oc2nc(-c3ccccc3)ncc2S(=O)(=O)c2ccccc2)cc1
    -18% | -2% | -6% | 13% | 3% | 2% | -31%[10 µM]
- CCOc1ccc(C(=O)Nc2ccc(N3CCN(C)CC3)cc2)cc1[N+](=O)[O-]
    -5%[9.22 µM] | -12% | 5% | -3% | 8% | ? | -35%[inhibitor][1.9 µM]
- COc1cc(/C=N/NC(=O)c2cncc(Br)c2)ccc1OC(=O)c1ccc2c(c1)OCO2
    3% | -1% | -7% | -5% | 5% | -4% | 4%
- COc1cccc(N2CCN(C(=O)CN(C)S(=O)(=O)c3ccc4c(c3)CCC(=O)N4)CC2)c1
    4% | 11% | -3% | 0% | -3% | -4% | -20%
- COc1ccc(-c2cn[nH]c2-c2ccc(OCc3ccc(F)cc3)cc2O)cc1OC
    22%[9.22 µM] | -4% | 0% | ? | . | . | 32%[10 µM]
- O=[N+]([O-])c1ccc(N/N=C/c2ccc(O)c(O)c2O)c(S(=O)(=O)N2CCOCC2)c1
    -15% | ? | 1% | ? | -8% | -8%[46 µM] | -32%[inhibitor]
- Cc1ccc2cc(-c3noc(C4CCCO4)n3)c(=O)[nH]c2c1 (centres undefined)
    -13% | -8% | -7% | 3% | -5%[15.4 µM] | -1% | 7%
- CCn1nccc1C(=O)Nc1ccc(Cl)cc1Cl
    -8% | -2% | -11% | 14% | 8% | -9% | 18%[10 µM]
- COC(=O)c1ccc(NN=Nc2ccc(C)cc2)cc1
    -14% | -6% | -3% | 0% | 0% | -2% | 22%[10 µM]
- COC(=O)c1ccc(Cl)c(NC(=O)CN2CCC(C)CC2)c1
    -2% | -13% | 17% | -5% | -5% | 7% | -5%
- COc1ccc(C(=O)NCc2cn3c(C)csc3n2)cc1OC
    2% | 3% | 0% | -3% | -2% | -8% | -9%[10 µM]
- CCN(CC)S(=O)(=O)c1ccc(NN=C2CCN(C)CC2)c([N+](=O)[O-])c1
    5% | ? | 3% | -14% | 0% | -14%[46 µM] | -16%
- COc1cc(/C=N/NC(=O)c2ccoc2C)cc(OC)c1O
    10% | 3% | -3% | 1% | -6% | ? | 25%[10 µM]
- COc1ccccc1NC(=O)CSC1=NC(=O)C(NC(C)=O)C(=O)N1 (centres undefined)
    -10% | 0% | -5% | 4% | 6% | 11% | -6%
- Cc1ccc(NCc2ccccc2)cc1
    ? | 0% | 0% | -3% | -5% | . | 0%
- COCCN1C(=O)N[C@@H](CCc2ccccc2)[C@@H](C(=O)OC)[C@H]1C
    . | . | 7%[17.4 µM] | 4%[13.1 µM] | . | 15%[9.22 µM] | ?
- CCOC(=O)CC(=O)CSc1nccc(-c2cccnc2)n1
    -26%[9.22 µM] | 4% | -4% | 8% | . | . | -16%[10 µM]
- COc1ccc2c(c1)c(C(C)=O)c(C)n2C
    -8%[9.22 µM] | 2% | 10% | 8% | . | . | 3%[10 µM]
- CC(=O)Nc1ccc(S(=O)(=O)NCc2ccc(C(=O)NCCN3CCCCCC3)cc2)cc1
    5% | 1% | 10% | 0% | -12%[15.4 µM] | ? | -23%
- CCCCCCNC(=O)C(C(=O)OCC)C1CCCCC1 (centres undefined)
    1% | -6% | -1% | 3% | -5% | 10% | 4%
